Assay outcomes from PubChem BioAssay.
STEP block: STEP phosphatase inhibitors, primary screen, biochemical, fluorescence intensity, uHTS; Tyrosine-protein phosphatase non-receptor type 5 (Homo sapiens), P54829; recombinant STEP, OMFP fluorogenic substrate; inhibition, % at 20 µM; 0.25% of 360,000 active; AID 588621, 2011;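 active = inhibition at 20 µM, scaled per plate between control wells, above about 37%, limit read from the data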;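 note: 0% = DMSO with enzyme and substrate and 100% = substrate only without enzyme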
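material = STEP tyrosine phosphatase | reagent = fluorogenic phosphatase substrate OMFP at 25 µM final | doses = single compound dose of 20 µM, 1% DMSO final | schedule = 20 min reaction, room temperature, in the dark | measured by = fluorescence, 480/540 nm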
MLLE-PAM2 inh: inhibitors of PABP1 MLLE–PAM2 peptide binding, primary screen, biochemical, fluorescence polarization, FITC-PAM2, GST-MLLE; inhibition, % at 20 µM; 0.36% of 360,000 active; AID 588489, 2011; Polyadenylate-binding protein 1 (Homo sapiens), P11940; in the data active = inhibition above about 35%, passing the limit was not always enough;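 note: plate controls were DMSO wells with GST-MLLE for no effect and wells lacking GST-MLLE protein for full effect; some results filed as inactive read as strong as hits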
Target sequence (P11940 whole entry, looked up): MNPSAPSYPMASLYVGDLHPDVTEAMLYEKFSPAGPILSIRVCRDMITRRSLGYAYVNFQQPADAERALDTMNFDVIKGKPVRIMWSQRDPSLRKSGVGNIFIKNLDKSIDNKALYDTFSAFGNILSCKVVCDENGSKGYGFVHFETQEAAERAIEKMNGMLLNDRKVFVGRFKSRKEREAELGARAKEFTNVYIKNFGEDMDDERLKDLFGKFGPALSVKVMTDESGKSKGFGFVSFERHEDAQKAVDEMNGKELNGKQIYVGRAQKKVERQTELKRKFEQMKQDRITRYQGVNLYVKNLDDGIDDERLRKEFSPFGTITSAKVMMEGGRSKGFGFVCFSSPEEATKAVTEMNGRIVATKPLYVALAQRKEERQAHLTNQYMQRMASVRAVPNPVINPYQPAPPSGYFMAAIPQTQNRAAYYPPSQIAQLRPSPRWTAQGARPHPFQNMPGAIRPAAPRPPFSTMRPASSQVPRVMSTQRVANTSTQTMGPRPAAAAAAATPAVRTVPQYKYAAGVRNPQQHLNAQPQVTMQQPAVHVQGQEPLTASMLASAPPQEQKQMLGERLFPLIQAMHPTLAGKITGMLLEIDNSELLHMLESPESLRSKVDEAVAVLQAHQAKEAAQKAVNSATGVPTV
DNMT1 inh: human DNMT1 methyltransferase inhibitors, primary screen, biochemical, molecular beacon, fluorescence, HinP1I cleavage, uHTS; DNA (cytosine-5)-methyltransferase 1 (Homo sapiens), P26358; inhibition (reported as % activation of signal), % at 10 µM; 0.83% of 360,000 active; in the data active = inhibition above about 50%
NadD block: inhibitors of S. aureus NadD, primary screen, biochemical, colorimetric, uHTS | Nicotinate-nucleotide adenylyltransferase NadD (Staphylococcus aureus N315) | purified NadD enzyme, colorimetric absorbance read-out | inhibition, % at 20 µM | 0.78% of 360,000 active | AID 602399, 2012; in the data active = inhibition above about 26%; note: some compounds past the cut are filed as inactive
Scp-1 inhibitor: Scp-1 phosphatase inhibitors, primary screen, biochemical, colorimetric, uHTS. Carboxy-terminal domain RNA polymerase II polypeptide A small phosphatase 1 (Homo …. Recombinant Scp1, phosphopeptide, malachite green phosphate absorbance. inhibition, % at 20 µM. 0.88% of 340,000 active. AID 493091, 2011;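 active = inhibition above about 50% at 20 µM, limit read from the data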;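 note: plate controls were DMSO wells with enzyme for no effect and wells lacking enzyme for full effect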
Target sequence (Q9GZU7 76-261 limits assumed): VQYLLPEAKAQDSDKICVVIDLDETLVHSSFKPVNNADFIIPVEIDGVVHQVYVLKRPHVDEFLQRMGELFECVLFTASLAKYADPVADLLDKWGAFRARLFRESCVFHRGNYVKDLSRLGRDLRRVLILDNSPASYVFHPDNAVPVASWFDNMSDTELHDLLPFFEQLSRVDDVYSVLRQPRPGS
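Times: enzyme reaction 45 min at room temperature, colour 5 min, stabilisation 30 min. Material: SCP-1 catalytic fragment, aa 76-261. Medium: Acidic Tris acetate buffer with magnesium and detergent. Signal: colorimetric free-phosphate detection, absorbance 630 nm. Read-out basis: % inhibition of SCP-1 phosphate liberation. Reagent: Phosphorylated 17-residue peptide substrate.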
CSN inh: inhibitors of CSN-mediated cullin deneddylation, primary screen, biochemical, fluorescence polarization, uHTS | AID 651999, 2013 | inhibition, % at 12.5 µM | 0.38% of 360,000 active | Purified CSN, SCF-Nedd8-OG deneddylation | COP9 signalosome complex subunit 5 (Homo sapiens), Q92905;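 active = pattern-corrected inhibition above about 35%, with an unprinted fluorescence ratio check between 0.5 and 1.5, limit read from the data, passing the limit was not always enough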;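 note: 0% = enzyme with substrate and 100% = substrate without enzyme; some results filed as inactive read as strong as hits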
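Assay system: purified human Csn5 enzyme expressed in HEK293T cells; Input: 0.24 nM Csn5 enzyme, final concentration; Reagent: 10 nM SCFSkp2-Nedd8OG; Compound dosing: 12.5 µM single point; Times: reaction 90 min, room temperature; Technique: fluorescence polarization readout.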
TbMetRS inhib: T. brucei MetRS inhibitors, primary screen, biochemical, luminescence | AID 624268, 2012 | 0.4% of 360,000 active | methionyl-tRNA synthetase (Trypanosoma brucei brucei) | inhibition, % at 11.9 µM | purified T. brucei MetRS, ATP depletion, Kinase-Glo luminescence;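 active = inhibition above a per-plate cutoff of the control wells' mean inhibition plus 3 SD, cut at about 5.5% in these data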;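 note: 0% = DMSO wells median and 100% = median of wells with control inhibitor compound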
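Material: parasite MetRS enzyme / Replication: singlicate, one well per compound / Signal: luminescence of leftover ATP / Schedule: 2 h aminoacylation at 25 °C after 15 min preincubation / Medium: HEPES-MgCl2-KCl buffer plus DTT, spermine, BSA, pyrophosphatase / Doses: 11.9 µM single point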
SUMO1 PPI mod: modulators of SUMO1 protein-protein interactions, primary screen, biochemical, uHTS. Small ubiquitin-related modifier 1 (Homo sapiens), P63165. SUMO1 binding to a labelled peptide, TR-FRET, 1 h. inhibition, % at 20 µM. 0.33% of 360,000 active. AID 602429, 2012; in the data active = inhibition above about 37%
Target sequence (P63165 whole entry, looked up): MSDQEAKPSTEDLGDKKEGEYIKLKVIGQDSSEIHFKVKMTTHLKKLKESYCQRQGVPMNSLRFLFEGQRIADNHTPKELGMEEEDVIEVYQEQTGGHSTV
LMPTP inh: LMPTP phosphatase inhibitors, primary screen, biochemical, fluorescence intensity, uHTS; recombinant LMPTP-A, OMFP fluorogenic substrate; inhibition, % at 20 µM; 0.22% of 360,000 active;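 active = compounds that cut the enzyme signal by at least half of the control window in the single-dose screen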;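 note: plate controls were DMSO wells with enzyme plus substrate for no effect and substrate without enzyme for full effect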
Target sequence (P24666 whole entry, looked up): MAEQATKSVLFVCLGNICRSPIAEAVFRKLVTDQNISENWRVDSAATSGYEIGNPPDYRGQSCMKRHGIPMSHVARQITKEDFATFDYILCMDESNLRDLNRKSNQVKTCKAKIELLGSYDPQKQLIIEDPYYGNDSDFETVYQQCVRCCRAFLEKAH
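Buffer or medium: Bis-Tris pH 6.0, DTT, detergent; Assay system: LMPTP-A enzyme; Quantity: 0.625 nM enzyme; Detection: endpoint fluorescence intensity; Times: 50 min dark incubation at room temperature; Controls: substrate-only low control, DMSO enzyme-plus-substrate high control; Doses: single 20 µM dose; Read-out: percent inhibition versus substrate-only and uninhibited controls; Reagent: 400 µM OMFP.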
Rpn11 block: Rpn11 (PSMD14) deubiquitinase inhibitors, primary screen, biochemical, fluorescence polarization, uHTS; 26S proteasome non-ATPase regulatory subunit 14 (Homo sapiens), O00487; human 26S proteasome, Ub4-pepOG fluorescence polarization; 20S core pre-blocked with epoxomicin; calls only at 20 µM; 0.59% of 360,000 active;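 active = inhibition at 20 µM, scaled to each plate's controls, above about 33%, limit read from the data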
* hit, by the source's call; i = inactive; . = not tested or not shown; + = active, no number.

Values in the order – Scp-1 inhibitor, DNMT1 inh, CSN inh, NadD block, Rpn11 block, MLLE-PAM2 inh, LMPTP inh, TbMetRS inhib, SUMO1 PPI mod, STEP block
- CCOC(=O)c1cc(-c2ccccc2)n(CCC(=O)O)c1C
→ -12, -2, 3, -4, i, 3, -1.8, -0.7, -2, -6
- C=CCOc1ccc(Cl)cc1CNCCCN1CCOCC1
→ -8, -1, 2, 0, i, 1, -4.9, 0.2, 2, -1
- CCOCCCNc1nc2c(C)cccn2c(=O)c1/C=C1\SC(=S)N(CC(C)C)C1=O
→ 3, 10, 47*, -1, +, -106, -0.8, -1.1, -6, -14
- COc1ccc(/C=N/NC(=O)c2cccc(NC(C)=O)c2)c(C(=O)O)c1OC
→ -1, 4, -3, 1, i, -20, -0.6, -1.2, -3, -3
- CCCCN(C(=O)c1ccc(OC)c([N+](=O)[O-])c1)c1c(N)n(CCC)c(=O)[nH]c1=O
→ -5, 0, 1, -3, i, -6, -0.7, -0.4, -12, 1
- COc1ccc(NC(=O)CCCc2ccccc2)cc1OC
→ 6, -4, 2, -3, i, 6, -1.0, -0.6, 1, 1
- Cc1onc(C(=O)NN)c1C(=O)Nc1ncc(C(F)(F)F)cc1Cl
→ -7, 0, -5, 2, i, -5, -0.3, -0.6, 0, -1
- Cc1cccc(NC(=O)CNC(=O)C(NC(=O)Cc2ccccc2)C(C)C)c1C (stereo not drawn)
→ -5, -3, 2, 5, i, -27, 0.2, -0.5, 2, 1
- Cc1ccc(C)c(NC(=O)C(c2ccccc2)N2CCN(CC(=O)NC3CC3)CC2)c1 (stereo not drawn)
→ -2, -1, 4, 4, i, 6, 0.6, -0.3, -2, -1
- Cc1nc(NCc2ccco2)c2c(C)c(C)sc2n1
→ -6, 2, 1, 0, i, 6, 4.4, -0.9, 2, -1
- Cc1cccc(C)c1NC(=O)C1(C)CSCC(=O)N1CCCn1ccnc1 (stereo not drawn)
→ ., ., 3, ., ., ., -1.6, -0.2, 0, .
- COc1ccccc1CNC(=O)CNC(=O)c1sc2ccccc2c1Cl
→ -5, -2, -1, -4, i, -11, 0.6, -0.3, -11, 2
- O=C(NCc1ccco1)c1ccccc1NC(=O)C1CC(=O)N(c2ccc(Cl)cc2)C1 (stereo not drawn)
→ -8, -3, 3, -9, i, -5, -1.4, -0.2, -1, 1
- C=CCn1c(SCC(=O)Nc2ccc(N3CCOCC3)cc2)nc2ccccc2c1=O
→ -7, 3, -1, -1, i, -8, -0.3, -0.1, 3, 3
- COc1ccc(NC(=O)c2ccc3c(c2)OCO3)cc1[N+](=O)[O-]
→ -3, 0, -15, 2, i, -12, 0.3, 0.3, -7, -2
- O=C(CCc1nc(-c2ccccc2Cl)no1)NCC1CCCO1 (stereo not drawn)
→ -12, -2, 0, 1, i, 2, -1.9, -0.3, 5, 3
- O=C(CN1CCN(C(=O)CNC(=O)c2ccc3c(c2)OCO3)CC1)Nc1cccc(F)c1
→ 2, 7, 2, -5, i, 11, -0.2, -0.3, 5, 2
- O=C(CCN1CCCCC1)Nc1ccc(Br)cc1
→ -2, -2, -3, -4, i, -6, 0.3, -0.4, 1, -1
- CC(C)=CC(=O)N1CCCc2ccccc21
→ -8, 3, -4, -5, i, -1, 1.4, -0.4, -3, -1
- Cc1nnc(C)c2c(C)n(Cc3ccc4c(c3)OCO4)c(C)c12
→ 3, 10, 3, 10, i, -48, 6.2, 0.5, -6, 1
- Cc1nn(-c2ccccc2)cc1/C=N/O
→ -3, -1, -1, 6, i, 8, -1.2, -0.4, 0, -1
- Cc1ccc(C)c(NC(=O)C(OC(=O)c2ccc(C)s2)c2ccccc2)c1 (stereo not drawn)
→ 6, 2, -5, -2, i, -2, 2.0, -1.3, -3, -1
- CC(=O)N1CCc2cc(NC(=O)C3(C)CCN3Cc3ccccc3OC(F)F)ccc21 (stereo not drawn)
→ ., -4, 1, 4, i, -4, -0.2, -0.1, 2, 12
- O=C(Nc1ccccc1N1CCCC1)c1cccc(-c2cc3ccccc3oc2=O)c1
→ -2, 3, 2, 22, i, 9, 3.0, 0.4, -2, 8
- Cc1nc2nc(SCC(=O)Nc3cccc(F)c3)[nH]c2cc1Br
→ 1, -2, -2, 0, i, -69, 1.1, 2.2, -30, -3
- CCc1ccc(/C=N/NC(=O)Cc2cccn2C)cc1
→ -4, -8, 2, 5, i, -7, 0.2, -0.8, -4, 0
- CC(=O)N1CCN(c2ccc(NCc3ccc(C)s3)cc2)CC1
→ -17, -6, -1, 5, i, 10, 1.5, -0.5, -13, -4
- O=C(OCCO)c1cc(Cl)c(C(=O)OCCO)cc1Cl
→ -12, -1, 3, -1, i, 0, -0.5, 0.2, -1, -1
- COc1ccc2c(c1)CC[C@@H]1[C@@H]2CC[C@]2(C)[C@@H](C(=O)O)C[C@@H]12
→ -8, 4, 7, -3, i, -4, 1.0, -0.1, 7, 3
- COc1ccc(-n2nnc3c(=O)n(C/C=C/c4ccccc4)cnc32)cc1
→ -8, 5, 4, -5, i, 1, 0.2, -0.7, 0, -6
- CC(C)Nc1nnc(SC(C)C(=O)Nc2ccc(N3CCOCC3)cc2)s1 (stereo not drawn)
→ -8, 2, -4, 4, i, -9, -0.6, -0.3, -3, -1
- COc1ccc(CNC(=O)C(OC(C)=O)c2ccccn2)cc1 (stereo not drawn)
→ 6, 3, 2, 8, i, 7, 1.6, -0.3, -1, -2
- CC(C)N(Cc1ccccc1)C(=S)NC(=O)C1(C)CC1(Cl)Cl (stereo not drawn)
→ -7, 1, -2, -2, i, 19, -1.7, -0.3, -1, 8
- CC(O)(c1ccc(F)c(F)c1)c1nc(-c2ccc(Cl)cc2)cs1 (stereo not drawn)
→ ., -13, 2, -6, i, 7, 0.9, -0.3, 4, -2
- NC(c1ccccc1)c1csc(Nc2ccc(S(N)(=O)=O)cc2)n1 (stereo not drawn)
→ ., 5, -1, 0, i, -7, -1.0, 0.7, 2, 11
- CN1CCN(S(=O)(=O)c2ccc(NC(=O)C3CCCO3)cc2)CC1 (stereo not drawn)
→ -8, 5, -5, -3, i, 13, -2.6, -0.5, -1, 9
- O=C(COc1ccc(S(=O)(=O)N2CCc3ccccc32)cc1Cl)NCc1ccccn1
→ 3, -6, 1, 10, i, 4, 1.0, -1.0, -1, -2
- CN(Cc1c(F)cccc1Cl)C(=O)c1ccc(COc2ccccc2)cc1
→ -7, -11, 0, 8, i, 1, -3.5, 0.3, -36, 1
- O=C(COC(=O)c1ccc[nH]c1=O)NC1CCCCC1
→ -4, 0, -4, -1, i, 8, -1.0, -0.1, -1, 0
- O=C(NCCN1C(=O)C2C3C=CC(C3)C2C1=O)Nc1ccccc1O (stereo not drawn)
→ -4, 2, -3, 0, i, -7, -0.9, 0.5, 4, -3
- CCOC(=O)C1CCN(c2ccc([N+](=O)[O-])c(C(C)=O)c2)CC1
→ -4, 2, 8, -3, i, -9, 0.8, -0.7, -32, 0
- Cc1ccc(-n2c(C)cc(C(=O)OCC(=O)N(C)C3CCS(=O)(=O)C3)c2C)cc1 (stereo not drawn)
→ 13, -5, 0, -5, i, 3, 1.3, 1.0, -1, 0
- O=Cc1cc(Cl)ccc1OCCN1CCC(Cc2ccccc2)CC1
→ -2, 10, -2, -3, i, 4, -1.9, -0.9, 0, -2
- O=C(CCC(=O)N1CCN(S(=O)(=O)c2ccc(Cl)cc2)CC1)NC1CCCc2ccccc21 (stereo not drawn)
→ -2, -2, -3, 0, i, 6, -1.1, -0.8, 0, 0
- COc1cc(-c2noc(CCCC(=O)Nc3ccc(C(N)=O)cc3)n2)cc(OC)c1OC
→ -4, -4, -2, -9, i, 14, -1.2, -0.2, 5, 2
- Cc1onc(-c2ccccc2)c1C(N)=O
→ 1, 1, 3, 8, i, -10, -1.1, -0.4, 1, 0
- CCSc1nnc(NC(=O)CCNC(=O)c2ccccc2Cl)s1
→ -5, -1, -3, -5, i, 4, -0.5, -0.4, -2, 0
- Cc1ccc(S(=O)(=O)N2CCOCC(=O)NCCOCCNC(=O)COCC2)cc1
→ -4, 1, 2, -1, i, -3, -0.4, -0.1, 0, -4
- CC(C)(C)NC(=O)c1ccc2c(c1)CCO2
→ -14, 4, 3, -5, i, 0, 1.3, -1.1, 5, -2
- Cc1ccc(OCCNC(=O)C(=O)NCc2ccco2)cc1
→ -3, 4, -1, 3, i, 13, 0.1, -0.2, -2, -2
- CCC1CCC2(CC1)NC(=O)N(CC(=O)Nc1ccc(OC)cc1)C2=O (stereo not drawn)
→ 1, -2, -2, -2, i, 4, 0.1, -0.3, 4, 0
- CCN(C(=O)CN1CCN(c2ccccc2F)CC1)c1c(N)n(Cc2ccccc2)c(=O)[nH]c1=O
→ 8, 0, 2, -2, i, 8, -1.5, -0.6, 2, 0
- O=C(Oc1ccc(Cl)c2cccnc12)N1CCCCC1
→ -3, -8, 1, 2, i, -5, -1.7, -1.6, -9, -4
- COc1ccc(CCNC(=O)C2=CC=CN3CCS(=O)(=O)N=C23)cc1
→ 2, 2, -3, -5, i, 7, -1.4, -0.4, -2, -2
- Clc1ccc(-c2nnnn2-c2ccc(Cl)c(Cl)c2)cc1Cl
→ -6, 0, -4, -11, i, 9, 2.4, -0.8, -1, -3
- Cc1ccc(N(CCC#N)C(=O)COC(=O)C2CCN(c3ccc(C(F)(F)F)cn3)CC2)cc1
→ -4, 10, -10, -2, i, -15, 1.9, -0.4, -1, -1
- CC(C)C(c1nnnn1Cc1ccc(F)cc1)N1CCN(Cc2ccc3c(c2)OCO3)CC1 (stereo not drawn)
→ -1, -3, 3, -7, i, 2, -1.0, -0.7, 12, 4
- O=C(/C=C/c1cccs1)NCc1cccnc1
→ -2, 6, 2, -5, i, -13, -2.5, -2.0, -6, -2
